MITF primary = human MITF inhibition, primary screen | AID 1259374 | O75030 | inhibition, % at 2.6 µM | AlphaScreen MITF homodimerization, bead proximity signal | hit rate 0.91% among 650,000; in the data active means inhibition above about 50%;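 further: 0% = vehicle wells with protein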
FBW7 act = activators of human E3 ligase FBW7. AlphaScreen FBW7–phospho-cyclin E peptide binding, activator screen. normalized activity (activation), % at 26.1 µM. AID 1259310. Q969H0. hit rate 0.13% among 650,000; in the data active means normalized activity above about 1.9%;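 further: purified mutant Fbw7 with reduced substrate affinity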
Target sequence (Q969H0 whole entry, looked up): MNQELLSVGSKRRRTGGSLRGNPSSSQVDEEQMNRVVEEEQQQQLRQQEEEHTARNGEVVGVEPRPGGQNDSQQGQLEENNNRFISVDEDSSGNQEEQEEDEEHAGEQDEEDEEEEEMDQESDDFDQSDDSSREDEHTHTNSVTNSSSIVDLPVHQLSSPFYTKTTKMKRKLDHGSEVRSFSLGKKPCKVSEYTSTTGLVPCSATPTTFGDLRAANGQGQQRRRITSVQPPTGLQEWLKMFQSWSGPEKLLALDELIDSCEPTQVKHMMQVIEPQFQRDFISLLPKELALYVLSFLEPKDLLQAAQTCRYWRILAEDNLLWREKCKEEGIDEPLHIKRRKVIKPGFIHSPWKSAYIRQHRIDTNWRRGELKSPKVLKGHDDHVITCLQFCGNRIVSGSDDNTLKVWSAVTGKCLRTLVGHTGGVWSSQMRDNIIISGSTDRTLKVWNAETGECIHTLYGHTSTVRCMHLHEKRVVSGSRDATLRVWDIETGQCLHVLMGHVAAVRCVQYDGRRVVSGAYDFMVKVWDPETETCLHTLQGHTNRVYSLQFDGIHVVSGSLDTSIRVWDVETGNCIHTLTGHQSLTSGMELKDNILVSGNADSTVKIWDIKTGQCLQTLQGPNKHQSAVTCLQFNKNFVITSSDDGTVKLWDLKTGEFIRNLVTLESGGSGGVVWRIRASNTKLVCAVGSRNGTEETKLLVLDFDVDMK
TEAD-YAP inh = TEAD-YAP interaction inhibition; HEK-TIYL cells, TEAD-Gal4/YAP UAS-luciferase luminescence; hit rate 1.4% among 640,000; AID 1259422; inhibition, % at 9.12 µM; in the data active means inhibition above about 32%;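 further: 0% = median of test compound wells and 100% = reference inhibitor wells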
GPR151 activ = activates the human receptor GPR151. AID 1508602. hit rate 1% among 650,000. PathHunter beta-arrestin GPR151 cells, luminescence. activation, % at 11.2 µM. Q8TDV0; in the data active means activation above about 4.9%;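 further: 0% = median of compound wells and 100% = cells with positive control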
An asterisk follows results filed as active.

nr	Molecule	TEAD-YAP inh	GPR151 activ	MITF primary	FBW7 act
1	CC(C)c1ccc(NC(=O)c2cc(S(=O)(=O)N3CCCc4ccccc43)ccc2F)cc1	5.6	-0.4	-1.4	0.1
2	COc1ccc(/C=N/NC(=O)COc2ccc([N+](=O)[O-])cc2Br)cc1OC	0.3	3.6	-2.5	0.1
3	COc1ccccc1C1CN(CC(=O)NCCc2cn[nH]c2)Cc2ccccc2O1 (stereo not given)	-9.2	0.0	12.5	0.0
4	COc1ccccc1-c1ccc(SCc2c(F)cccc2Cl)nn1	-36.6	0.1	-15.0	0.9
5	CCOc1ccc(NS(=O)(=O)c2cc(N)ccc2OC)cc1	-1.3	-0.3	15.8	0.7
6	CCN(CC)S(=O)(=O)c1ccc(C(=O)c2c(C)cc3ccccn23)cc1	0.7	0.8	24.7	-0.1
7	Cc1cccc(-n2c(SCC(=O)N3CCCC3)nnc2-c2ccoc2C)c1C	-1.6	2.3	-2.0	-0.1
8	Cc1ccc(S(=O)(=O)Nc2c(-c3ccccc3)c3cc(C)ccc3[nH]c2=O)cc1	6.4	1.7	0.6	0.3
9	CC(C)(C)NC1CCCCC1NS(=O)(=O)c1ccc(Cl)cc1 (stereo not given)	0.9	-0.4	10.9	0.0
10	O=C(Nc1ccc(Cl)cn1)c1ccc(-c2ccc(Cl)cc2)o1	-36.4	-0.5	14.6	0.9
11	COc1cc(/C=C2\Oc3c(ccc(OCC(=O)OC(C)C)c3C)C2=O)cc(OC)c1OC	9.2	-0.3	-11.5	-0.2
12	CCOC(=O)NC12CC3CC(CC(CC)(C3)C1)C2	-1.1	-1.0	2.4	0.1

Results in TEAD-YAP inh, for two of the compounds above:
No.	smiles	TEAD-YAP inh
6	CCN(CC)S(=O)(=O)c1ccc(C(=O)c2c(C)cc3ccccn23)cc1	0.7
8	Cc1ccc(S(=O)(=O)Nc2c(-c3ccccc3)c3cc(C)ccc3[nH]c2=O)cc1	6.4

Additional structures follow:
nr	Molecule	TEAD-YAP inh	GPR151 activ	MITF primary	FBW7 act
13	CC(C)(C)C1CCc2c(sc3nnn(CC(=O)Nc4nccs4)c(=O)c23)C1 (stereo not given)	-5.2	3.3	-9.5	0.0
14	CN(c1ccc(C(=O)NCCc2ccccc2)cc1)S(=O)(=O)c1ccccc1	-14.8	0.0	7.8	0.1
15	COc1ccc(OCC(=O)N2c3ccc(C)cc3-c3c(ssc3=S)C2(C)C)cc1	13.0	0.6	35.8	-1.0
16	COc1cccc(C(=O)Nn2c(C3CCC3)nc3ccccc3c2=O)c1OC	-6.5	0.5	7.7	0.1
17	O=C(CSc1nnc(-c2cccnc2)n1Cc1ccccc1)Nc1cccc(O)c1	-6.3	4.2	-13.0	-0.2
18	COc1cccc(CNC(=O)C2=C(C)C(=O)OC23CCCCC3)c1	-3.6	-1.3	9.1	1.2
19	Cc1c(/C=C2/C(=N)N3N=C(C4CCCCC4)SC3=NC2=O)c2ccccc2n1Cc1ccc(F)cc1	-0.4	0.1	5.9	0.0
20	Cc1nc2sc3c(c2c(=O)n1N=C1C=CC(=O)C=C1)CCCC3	-4.4	-0.2	18.2	0.0
21	CC(=O)c1cccc(NC(=O)Cn2nnc(-c3ccc(NC(=O)CC(C)C)cc3)n2)c1	4.7	-0.1	12.7	0.1
22	O=c1[nH]c2ncc(-c3cccc4ccccc34)nc2n1Cc1ccncc1	-6.8	-0.5	-3.9	-0.5
23	Cc1ccc(CNc2ncnc3c2nc2n3CCCCC2)cc1	-8.7	-0.4	-4.3	-0.1
24	CC1CCCC(NC(=O)c2ccc3c(=O)n(C4CCCCC4)c(=S)[nH]c3c2)C1C (stereo not given)	-5.2	-0.4	3.6	-0.1
25	COc1ccc(/C=C(/C#N)C(=O)Nc2ccc(Cl)cc2[N+](=O)[O-])cc1OC	-6.9	0.8	3.2	0.1
26	CS(=O)(=O)c1ccc2c(c1)NC(=O)C(Cc1ccccc1)N2C(=O)Cc1ccccc1 (stereo not given)	1.6	-1.1	13.9	-0.2
27	CCOC(=O)Cn1ncc2c3oc(C)cc3n(CC)c2c1=O	-22.0	0.2	-7.7	0.0
28	CCC(=O)Nc1nnc(SCC(=O)Nc2c(C)cccc2C)s1	7.7	0.1	-11.1	0.1
29	COc1ccc(C(=O)N2CCC(O)(c3cccnc3)CC2)cc1OC	-5.8	0.5	-4.8	-0.2
30	COc1ccc(-n2nnnc2SCc2ccc(Cl)cc2)cc1	53.0*	-1.0	13.9	0.3
31	Nc1nc(NCCN2CCOCC2)cc(-c2ccc(N3CCOCC3)nc2)n1	1.0	0.4	13.2	0.1
32	O=C(O)c1cccc(NS(=O)(=O)c2cccc([N+](=O)[O-])c2)c1	11.8	0.2	12.1	0.6
33	Cc1cccnc1NC(=O)c1c[nH]c2ccccc2c1=O	-17.3	-0.2	15.0	0.4
34	Cc1ccc(-c2c(C)nn3c(NCCO)c4c(nc23)CCC4)cc1	-1.1	-1.1	-2.9	-0.1
35	COc1ccc(C(=O)c2ccc(OC)cc2)cc1	-60.5	-1.3	-3.3	0.0
36	CCC(C)n1c(SCC(=O)NCCC(C)C)nc2ccsc2c1=O (stereo not given)	-7.5	-1.7	-10.8	0.1

Rewritten in transposed form: 15 of the compounds above.
19: Cc1c(/C=C2/C(=N)N3N=C(C4CCCCC4)SC3=NC2=O)c2ccccc2n1Cc1ccc(F)cc1
20: Cc1nc2sc3c(c2c(=O)n1N=C1C=CC(=O)C=C1)CCCC3
21: CC(=O)c1cccc(NC(=O)Cn2nnc(-c3ccc(NC(=O)CC(C)C)cc3)n2)c1
22: O=c1[nH]c2ncc(-c3cccc4ccccc34)nc2n1Cc1ccncc1
23: Cc1ccc(CNc2ncnc3c2nc2n3CCCCC2)cc1
24: CC1CCCC(NC(=O)c2ccc3c(=O)n(C4CCCCC4)c(=S)[nH]c3c2)C1C (stereo not given)
25: COc1ccc(/C=C(/C#N)C(=O)Nc2ccc(Cl)cc2[N+](=O)[O-])cc1OC
26: CS(=O)(=O)c1ccc2c(c1)NC(=O)C(Cc1ccccc1)N2C(=O)Cc1ccccc1 (stereo not given)
27: CCOC(=O)Cn1ncc2c3oc(C)cc3n(CC)c2c1=O
28: CCC(=O)Nc1nnc(SCC(=O)Nc2c(C)cccc2C)s1
29: COc1ccc(C(=O)N2CCC(O)(c3cccnc3)CC2)cc1OC
30: COc1ccc(-n2nnnc2SCc2ccc(Cl)cc2)cc1
compound no.,19,20,21,22,23,24,25,26,27,28,29,30
TEAD-YAP inh,-0.4,-4.4,4.7,-6.8,-8.7,-5.2,-6.9,1.6,-22.0,7.7,-5.8,53.0*
GPR151 activ,0.1,-0.2,-0.1,-0.5,-0.4,-0.4,0.8,-1.1,0.2,0.1,0.5,-1.0
MITF primary,5.9,18.2,12.7,-3.9,-4.3,3.6,3.2,13.9,-7.7,-11.1,-4.8,13.9
FBW7 act,0.0,0.0,0.1,-0.5,-0.1,-0.1,0.1,-0.2,0.0,0.1,-0.2,0.3

31: Nc1nc(NCCN2CCOCC2)cc(-c2ccc(N3CCOCC3)nc2)n1
32: O=C(O)c1cccc(NS(=O)(=O)c2cccc([N+](=O)[O-])c2)c1
33: Cc1cccnc1NC(=O)c1c[nH]c2ccccc2c1=O
compound no.,31,32,33
TEAD-YAP inh,1.0,11.8,-17.3
GPR151 activ,0.4,0.2,-0.2
MITF primary,13.2,12.1,15.0
FBW7 act,0.1,0.6,0.4

Continued:
nr	Molecule	TEAD-YAP inh	GPR151 activ	MITF primary	FBW7 act
37	CCOC(=O)CN1C(=O)C(O)(CC(=O)c2ccccc2)c2ccccc21 (stereo not given)	-1.1	0.1	-7.8	0.0
38	CCN1CCN(C(=O)CN(c2cccc(C)c2C)S(C)(=O)=O)CC1	-9.9	-0.2	-6.7	0.0
39	COc1ccc(-c2nnc(SCC(=O)NCCc3ccc(S(N)(=O)=O)cc3)nc2-c2ccc(OC)cc2)cc1	13.1	1.9	3.5	0.2
40	COCCN1C(=O)C2C(C(=O)Nc3ccc(C(C)C)cc3)C3C=CC2(O3)C1C(=O)NC1CCCC(C)C1C (stereo not given)	1.8	-0.6	11.4	0.2
41	COC(=O)C1=C(O)/C(=C\c2ccc(CNC(=O)C(=O)Nc3ccc(C)cc3)o2)N=C1C	-0.7	0.0	13.0	-0.1
42	CN(C)c1ccc(CCCNC(=O)c2c(F)cccc2Cl)cc1	-4.3	-0.6	5.1	0.0
43	CN(Cc1ccccc1)C(=O)Cn1cnc([N+](=O)[O-])c1	-16.2	0.7	4.9	0.1
44	Cc1cc(C)c(C(=O)CN2CCN(S(=O)(=O)c3ccccc3C#N)CC2)cc1C	0.0	-0.2	-3.1	-0.1
45	CC(C)(C)OC(=O)NC(CC(N)=O)C(=O)NC(COCc1ccccc1)C(=O)NC(Cc1ccc(OCc2ccccc2)cc1)C(N)=O (stereo not given)	-4.6	0.3	-7.5	0.0
46	CC(C)N(CCNC(=O)c1cccc(-c2ccc(C(N)=O)cc2)n1)C(C)C	-2.9	0.6	-5.8	-0.1
47	Cc1nc2sccn2c1/C=C(\C#N)c1nc2ccccc2s1	-5.8	1.9	11.4	-0.1
48	CCCN1CCN(CCCNC(=O)c2cc3c(C)nc4ccccc4c3o2)CC1	-4.0	1.9	-3.6	0.0
49	CCC1=NN2C(=N)/C(=C/c3ccc(OCCOc4ccc(Br)cc4)cc3)C(=O)N=C2S1	-1.7	-0.1	-13.2	-0.1
50	O=C(Oc1ccc(Cl)c2ccccc12)N1CCCCC1	-31.5	-1.0	-3.3	0.0
51	O=C(COc1ccc(Cl)cc1Cl)Nc1nc2ccc(Cl)cc2s1	5.6	1.1	-7.2	0.1
52	COc1ccc(-c2cc(O)c3c(C)oc(C)c3c(=O)c2)cc1OC	-4.2	0.1	5.4	-0.2
53	O=C(Nc1cccc([N+](=O)[O-])c1)c1ccc2c(c1)C(=O)N(c1ccccn1)C2=O	1.5	-1.4	6.4	0.0
54	CC1=C(C(=O)Nc2ccc(C)cc2C)C(c2ccccc2Cl)NC(=S)N1 (stereo not given)	-5.2	2.6	15.5	0.7
55	CN(Cc1ccccc1)CC(O)COc1ccc(CNCc2ccc3nonc3c2)cc1 (stereo not given)	-3.7	-2.0	1.0	0.0
56	CCOC(=O)c1cc(S(=O)(=O)N2CCN(c3ncccn3)CC2)cn1C	-5.3	0.4	-6.4	0.0
57	O=C(Nc1ccccc1C(=O)Nc1ccncc1)c1cccs1	16.2	2.9	-0.3	1.3
58	CCCNC(=O)C(CC)n1c2ccccc2c2cn[nH]c(=O)c21 (stereo not given)	2.4	-1.5	-4.2	-0.2
59	COCCNC(=O)c1nc2c(nnn2Cc2cc(C)ccc2C)c(=O)[nH]1	-1.4	1.5	6.2	0.3
60	c1ccc(Nc2cc(NC3CC3)ncn2)cc1	-29.9	-3.4	9.2	0.4
61	O=C(CCC1C(=O)OCN1C(=O)OCc1ccccc1)ONc1ccc([N+](=O)[O-])cc1 (stereo not given)	2.5	0.8	2.4	0.3
62	NNc1nc2sc3c(c2c(=O)n1-c1ccccc1)CCC3	-10.2	-0.4	1.2	0.0
63	O=C(NNC(=O)C1CCC(C(=O)NNC(=O)c2cccs2)CC1)c1cccs1 (stereo not given)	-17.7	-0.1	-11.8	-0.1
64	CCn1cc(C(=O)O)c(=O)c2cc(F)c(N3CCN(C(C)=O)CC3)cc21	-6.1	1.1	-3.7	-0.1
65	CCOC(=O)C1CCCN(Cn2ncn(C)c2=S)C1 (stereo not given)	11.1	-0.4	-9.4	0.0
66	CC(=O)c1sc(N2CCc3ccccc32)nc1C	-32.8	-0.8	-11.5	0.0
67	Cc1cccc(N2CCN(S(=O)(=O)c3c(C)noc3/C=C/N(C)C)CC2)c1C	2.5	0.1	6.0	0.1
68	COc1ccc(CN2CCN(Cc3ccc4ncccc4c3)CC2CCO)cc1C (stereo not given)	-14.8	-0.3	3.8	-0.1
69	CCc1ccc(-c2csc3ncn(C(C)C(=O)O)c(=O)c23)cc1 (stereo not given)	-3.0	0.1	-8.0	-0.1
70	COc1cccc(C(C(=O)NC(C)(C)C)N(C(=O)c2csnn2)C2CCCC2)c1 (stereo not given)	12.1	-1.8	-3.2	-0.2
71	COc1ccc(-c2nc3n(c2NC(C)(C)C)CCN(C(=O)C2CC2)C3)cc1	1.2	-0.5	3.7	0.2
72	CCOc1ccc2nc(SCC(=O)Nc3ccccc3C(F)(F)F)sc2c1	-8.0	-0.1	-4.2	0.1
73	Nc1nnc(SCc2cccnc2)s1	1.8	-1.0	25.6	1.0
74	Cc1ccc(S(=O)(=O)N(CC(=O)O)c2cccc(C(F)(F)F)c2)cc1	2.8	-0.4	-5.9	0.1
75	COc1ccc(-c2ccc(/C=C3\C(=O)N(c4ccc(Br)cc4)N=C3C)o2)c([N+](=O)[O-])c1	0.9	0.2	-7.3	0.0
76	O=C1CCC(CCC(=O)N2CCN(c3nc4ccccc4s3)CC2)(Cc2ccco2)N1 (stereo not given)	3.6	-0.3	3.6	0.0

Some values from the results shown:
#31 in MITF primary shows 13.2
#25 in MITF primary shows 3.2

Compounds were not picked by outcome; overall some 3.5% were active at least once.
